Screens as filed in PubChem.
Anesthetic bind = qHTS Assay for Identification of Novel General Anesthetics; Ferritin light chain (Equus caballus), P02791; apoferritin/1-aminoanthracene competitive binding, fluorescence; Potency, µM (series often up to 77.5 µM), for the others: top-dose activity change, negative = displacement, actives largely listed as inhibitors; actives 0.074% (n = 350,000); AID 485281, 2010; further: potency means the concentration at half of the fitted maximal effect; on the % scale 0 is the no-effect control and ±100 the full control effect; nearly all actives have a fitted effect of over 20% in size
Target sequence (P02791 2-175 limits assumed): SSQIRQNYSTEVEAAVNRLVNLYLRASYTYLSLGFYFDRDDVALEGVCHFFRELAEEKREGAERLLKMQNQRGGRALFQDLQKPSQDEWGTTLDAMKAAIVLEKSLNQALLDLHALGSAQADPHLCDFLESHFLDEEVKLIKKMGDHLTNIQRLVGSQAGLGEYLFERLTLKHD
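10 uM apoferritin + 50% sat. 1-AMA, PBS; cpd 10 min RT; Ex380/Em535 endpoint; normalized to free probe vs complex; 4-param Hill fit; propofol titration as pos. ctrl.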
TRHR ag = qHTS for Small Molecule Agonists and Allosteric Enhancers of Human TRH Receptor: Primary Screen for Agonists. Thyrotropin-releasing hormone receptor (Homo sapiens), P34981. activation, % at 2 µM. TRHR cells, calcium flux fluo-8, FDSS agonist mode. actives 0.18% (n = 360,000); in the data active means activation above about 30%; further: 0% is about no effect
Target sequence (P34981 whole entry, looked up): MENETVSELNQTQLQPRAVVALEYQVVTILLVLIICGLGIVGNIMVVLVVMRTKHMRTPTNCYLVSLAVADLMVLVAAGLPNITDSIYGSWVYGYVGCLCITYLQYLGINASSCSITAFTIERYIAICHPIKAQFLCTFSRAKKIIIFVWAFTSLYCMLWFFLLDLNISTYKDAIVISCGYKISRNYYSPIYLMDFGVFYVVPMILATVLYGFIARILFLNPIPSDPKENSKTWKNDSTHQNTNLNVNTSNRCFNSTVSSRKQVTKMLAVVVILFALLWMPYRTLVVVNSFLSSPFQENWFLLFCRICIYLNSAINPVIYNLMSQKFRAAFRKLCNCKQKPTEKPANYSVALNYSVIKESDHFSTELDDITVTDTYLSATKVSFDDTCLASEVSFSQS
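TRHR-expressing cells, plated overnight in medium with 10% serum, were loaded with fluo-8 calcium dye at room temperature. After a 10 s baseline, library compound was pin-added and calcium release was recorded kinetically (ex 480/em 530) as agonist response.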
Pol iota inh = qHTS for Inhibitors of Polymerase Iota; Pol iota fluorescent replication assay, 10 min; actives 1% (n = 390,000); DNA polymerase iota (Homo sapiens), Q9UNA4; AID 588590, 2011; Potency, µM (top dose mostly 115 µM), inactives show at the top dose activity, negative = inhibition, hits mostly inhibitors; further: potency means the concentration at half of the fitted maximal effect
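Fluorescent replication assay read twice, at 0 min and 10 min after adding 50 nM (final) substrate. Enzyme (10 nM) and compounds were first incubated 15 min at room temperature; enzyme-free buffer wells were negative controls.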
Pol kappa inh = qHTS for Inhibitors of Polymerase Kappa. purified Pol kappa, fluorescent DNA synthesis assay, 10 min. Potency, µM (top dose mostly 107 µM), for the others: at the highest dose activity, negative = inhibition, most hits filed as inhibitors. actives 0.53% (n = 400,000). AID 588579, 2011; further: potency means the concentration at half of the fitted maximal effect; on the % scale 0 is the no-effect control and ±100 the full control effect
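Fluorescent qHTS in 1536-well format: enzyme (10 nM) and compound sat 15 min at room temperature before 50 nM substrate (final) was added. Signal taken at 0 and 10 min; no-enzyme buffer wells were negative controls.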
BLM helicase inh = qHTS Assay for Inhibitors of Bloom's syndrome helicase (BLM) | RecQ-like DNA helicase BLM (Homo sapiens), P54132 | recombinant BLM DNA unwinding, fluorescence dequenching | Potency, µM (top dose mostly 56.1 µM), for inactives: at the top dose activity change, negative = inhibition, most hits filed as inhibitors | actives 0.2% (n = 350,000) | AID 2528, 2010;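 further: potency means the concentration at half of the fitted maximal effect; plate controls were vehicle for no effect and no enzyme for full effect; nearly all actives have a fitted effect of over 35% in size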
POLB inh = qHTS Assay for Inhibitors of DNA Polymerase Beta | Potency, µM (doses to about 114 µM), inactives show top-dose activity change, negative = inhibition, most hits filed as inhibitors | Pol beta primer extension/strand displacement, fluorescence kinetic | AID 485314, 2010 | P06746 | actives 1.3% (n = 340,000); further: potency means the concentration at half of the fitted maximal effect; on the % scale 0 is the no-effect control and ±100 the full control effect
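Preincubation: enzyme (10 nM) with compound, 15 min, RT. Reaction: substrate added to 50 nM final. Reads: 0 and 10 min. Analysis: normalized, Hill fit.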
ALOX12 inh = Primary qHTS assay for inhibitors of human arachidonate 12S-lipoxygenase (ALOX12): Round 2. Polyunsaturated fatty acid lipoxygenase ALOX12 (Homo sapiens), P18054. purified 12hLO, xylenol orange hydroperoxide absorbance. Potency, µM (highest dose often 108 µM), inactives show at the top dose activity change, negative = inhibition, usual class: inhibitors. actives 1.1% (n = 580,000); further: potency means the concentration at half of the fitted maximal effect; on the % scale 0 is the no-effect control and ±100 the full control effect
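Purified human 12hLO at 150 nM in 25 mM Hepes, 0.01% Triton X-100, pH 7.0, preincubated 15 min at room temperature with compound. Reaction started with 40 uM arachidonic acid, 30 min at room temperature. Hydroperoxide measured by Fe-xylenol orange, 573/405 nm absorbance ratio.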
ERG Ets-DNA blk = qHTS for Small Molecule Inhibitors of the ERG Ets/DNA interaction | Potency, µM (highest dose often 76.9 µM), inactives show at the top dose FP activity, negative = inhibition, hits mostly inhibitors | actives 0.028% (n = 370,000) | fluorescence polarization, His-ERG Ets domain / labelled DNA; active means well fitted inhibition curve with a large enough effect in the polarisation, with a control signal flat; inconclusive means small, poorly fitted or top-dose-only effect, or effect the other way, or a change in a side signal; inactive means no such curve, though single readings can be large or run the other way; the % refers to the polarisation;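 further: polarization taken with two DNA probes labelled with fluorescein and Texas red; potency means the concentration at half of the fitted maximal effect; % of control where 0% means no effect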
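His-tagged ERG Ets domain (1 uM in the protein solution; 300mM KCl, 50mM Tris-HCl, 1mM EDTA, 1mM DTT, pH 7.5) received compound, then a probe mix of 5 nM fluorescein-DNA and 100nM Texas-615-DNA. Fluorescence polarization was read for both dyes.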
APEX1 inh = qHTS Assay for Inhibitors of the Human Apurinic/apyrimidinic Endonuclease 1 (APE1); DNA repair nuclease/redox regulator APEX1 (Homo sapiens), P27695; recombinant APE1, TAMRA/BHQ-2 abasic DNA cleavage fluorescence; Potency, µM (doses to about 65.8 µM), without a hit: at the highest dose activity change, negative = inhibition, usual class: inhibitors; actives 0.35% (n = 350,000); AID 2517, 2012;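 further: potency means the concentration at half of the fitted maximal effect; plate controls were vehicle for no effect and reference inhibitor for full effect; nearly all actives have a fitted effect of over 55% in size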
Target sequence (P27695 whole entry, looked up): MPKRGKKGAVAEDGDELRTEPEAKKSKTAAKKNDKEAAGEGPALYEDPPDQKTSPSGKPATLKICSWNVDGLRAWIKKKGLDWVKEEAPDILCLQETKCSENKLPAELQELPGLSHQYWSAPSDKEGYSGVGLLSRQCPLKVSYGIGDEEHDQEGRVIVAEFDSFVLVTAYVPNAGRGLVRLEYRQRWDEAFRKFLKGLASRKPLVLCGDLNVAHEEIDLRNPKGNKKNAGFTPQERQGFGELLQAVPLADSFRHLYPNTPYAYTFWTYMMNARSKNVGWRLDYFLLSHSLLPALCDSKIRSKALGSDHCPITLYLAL
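Activity was derived from the fluorescence gain between first and third kinetic reads (60 s intervals, ex 525/em 598 nm) after 50 nM THF-abasic TAMRA/BHQ-2 duplex was added to 0.75 nM APE1 preincubated 15 min with compound.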
The depositor's hits bear a star; u = inconclusive; x = not tested or not shown; & = joins results of further samples; [ ] = remark or other dose. Unless noted, the call rests on the fitted dose curve; in most records, active means well fitted curve in the direction sought with a large enough effect; inconclusive means small, poorly fitted or top-dose-only effect, or another doubt; inactive means no such curve, though single readings can be large; an effect the other way counts as inactive or inconclusive. Not all compounds are listed; count on the stated rates, not on these rows.

Every second line gives: Anesthetic bind, TRHR ag, Pol iota inh, Pol kappa inh, BLM helicase inh, POLB inh, ALOX12 inh, ERG Ets-DNA blk, APEX1 inh
> CCOc1cc(CN2CCOCC2)cc(C(C)=O)c1
    -6%, 0.6, -12%, -1%, 4%, 23%, -12%, -13%, -2%
> Cc1cc(-c2nnc(SCC(=O)Nc3c(C)cccc3C)n2N)n[nH]1
    2%, -0.1, 19%, -3%, -1%, 27%, 2%, 2%, 2%
> Cc1cc2c(cc1S(=O)(=O)CCC(=O)N1CCN(c3ccccc3)CC1)OCC(=O)N2
    -5%, -0.5, 15%, -12%, -3%, -2%, -6%, -3%, x
> CC(C)(C)n1nc2c(c1NC(=O)c1ccc(Br)o1)CS(=O)C2 (stereo not given)
    2%, 0.3, 11%, 1%, -1%, 0%, 0%, 0%, 0%
> O=S(=O)(Nc1nnc(C2CC2)s1)c1ccccc1
    -9%, 0.6, -17%, 13%, -4%, 29%, -4%, 12%, 17%
> O=C(Nc1ncc(Cc2ccc(SC(F)F)cc2)s1)c1ccc(OC(F)F)cc1
    -7%, 3.2, -3%, -8%, 1%, -1%, -2%, 13%, -4%
> Cc1c(-c2cccc(Cl)c2)nc2ccccc2c1C(=O)OC/C(O)=C(\C#N)c1nc2ccccc2[nH]1
    1%, 3.7, u, -15%, -13%, 2%, -11%, 9%, -2%
> COc1ccc2[nH]c(=O)c(COC(=O)c3ccco3)cc2c1
    -7%, 0.0, 1%, 1%, 1%, 3%, -10%, 12%, -1%
> Cc1cccc(NC(=O)CSC2=Nc3ccccc3C3=NC(CCC(=O)NCc4ccco4)C(=O)N23)c1 (stereo not given)
    -7%, -0.2, -3%, -19%, -3%, 7%, 3%, -2%, x
> COc1ccccc1OCCNC(=O)CCS(=O)(=O)c1ccccc1
    x, x, 26%, -23%, x, x, -4%, -9%, 0%
> Cc1[nH]nc(-c2ccc(O)c(C)c2O)c1Oc1ccccc1
    -13%, -0.4, 2%, -10%, -14%, 7%, -19%, 2%, -9%
> C=CCOC(=O)Nc1c(C(=O)OC)[nH]c2ccc(Cl)cc12
    3%, 0.0, 4%, -5%, -7%, -3%, 0%, 0%, -2%
> Cc1ccc(-c2cc(N)n[nH]2)cc1
    u, 0.5, u, -16%, -4%, 0%, 40%&24%[activator], x, -8%
> CC1(C)CC(=O)c2cc(OCC(=O)NCCCN3CCN(c4ccccc4F)CC3)ccc2O1
    28%, -0.7, 31%[activator], 0%, -2%, 12%, 9%, -9%, 1%
> CN(CCO)S(=O)(=O)c1ccc2c(c1)C(=NO)c1cc(S(=O)(=O)N(C)CCO)ccc1-2
    6%, 1.2, 42%[activator], -3%, -2%, 0%, -1%, -13%, 3%

Of the compounds above, 2 contain an aryl methoxy group.
Every second line gives: Anesthetic bind, TRHR ag, Pol iota inh, Pol kappa inh, BLM helicase inh, POLB inh, ALOX12 inh, ERG Ets-DNA blk, APEX1 inh
> COc1ccc2[nH]c(=O)c(COC(=O)c3ccco3)cc2c1
    -7%, 0.0, 1%, 1%, 1%, 3%, -10%, 12%, -1%
> COc1ccccc1OCCNC(=O)CCS(=O)(=O)c1ccccc1
    x, x, 26%, -23%, x, x, -4%, -9%, 0%

Following part
Every second line gives: Anesthetic bind, TRHR ag, Pol iota inh, Pol kappa inh, BLM helicase inh, POLB inh, ALOX12 inh, ERG Ets-DNA blk, APEX1 inh
> COc1cc(C(=O)N2CCNC(=O)C2CC(=O)Nc2ccc(C)c(C)c2)cc(OC)c1OC (stereo not given)
    -4%, -0.3, 61%[activator], -6%, 0%, 4%, 0%, 4%, x
> COCCCNC(=O)CCCCn1c(=O)c2ccccc2n(CC(=O)Nc2ccc(C)cc2C)c1=O
    3%, 1.0, -25%, -18%, -7%, 1%, 0%, -1%, x
> Cc1cc(OCCSc2nnc(-c3cccs3)n2C)ccc1Cl
    u, -0.4, -16%, -1%, 2%, 2%, -15%, -4%, 3%
> COc1ccccc1NC(=O)CSc1nnc(NC(=O)C2CC2)s1
    13%, 0.2, 41%[activator], 6%, -2%, 29%, -11%, -4%, 7%
> COc1ccc(OC)c(N2C(=O)CC(Cc3ccc(C)cc3)C2=O)c1 (stereo not given)
    -16%, -0.6, 0%, -24%, -4%, 13%, 0%[57.4 µM], 3%, -4%
> c1coc(CNc2ncnc3[nH]ncc23)c1
    -2%, 1.8, -1%&-7%, -13%&-11%, 3%, u, 18%, 0%, 0%
> COCCc1nc2ccc(C(=O)N(C)Cc3cccc(-n4nc(C)cc4C)c3)cc2o1
    -15%, 0.0, 38%[activator], -2%, -1%, 11%, 4%, 0%, 16%
> O=C1[C@@H](Oc2ccccc2)[C@@H](c2cnc3ccccc3c2)N1c1ccccc1
    x, x, -28%, 8%, x, x, 15%, -4%, 6%
> CS(=O)(=O)N1CCC2(CCN(Cc3ccncc3)CC2)CC1
    x, x, x, -3%[60.1 µM], 4%, x, 5%[57.4 µM], x, -2%
> CCN1C(=O)/C(=C\N(C)C)NC1=S
    -3%, 1.2, 69%[activator], -5%, -1%, 25%, -5%, 6%, 0%
> C[n+]1cccc(/C=N/NC(=O)CC23CC4CC(CC(C4)C2)C3)c1
    -1%, 1.1, 24%, 5%, -3%, 0%, u, 2%, 5%
> CN1OC(COC(=O)c2ccc(Cl)cc2Cl)CC1c1ccccc1 (stereo not given)
    u, -0.8, -4%, -11%, -6%, 10%, 0%, 0%, -4%
> N#C/C(=C\c1c(Oc2ccccc2Cl)nc2ccccn2c1=O)C(=O)NC1CCS(=O)(=O)C1 (stereo not given)
    49%[activator], 1.7, 25%, -6%, 2%, 21%, 11%, -4%, 1%

Among those listed so far, two contain fluorine:
Every second line gives: Anesthetic bind, TRHR ag, Pol iota inh, Pol kappa inh, BLM helicase inh, POLB inh, ALOX12 inh, ERG Ets-DNA blk, APEX1 inh
> O=C(Nc1ncc(Cc2ccc(SC(F)F)cc2)s1)c1ccc(OC(F)F)cc1
    -7%, 3.2, -3%, -8%, 1%, -1%, -2%, 13%, -4%
> CC1(C)CC(=O)c2cc(OCC(=O)NCCCN3CCN(c4ccccc4F)CC3)ccc2O1
    28%, -0.7, 31%[activator], 0%, -2%, 12%, 9%, -9%, 1%

Copied from the results shown, three compounds:
Every second line gives: Anesthetic bind, TRHR ag, Pol iota inh, Pol kappa inh, BLM helicase inh, POLB inh, ALOX12 inh, ERG Ets-DNA blk, APEX1 inh
> COc1cc(C(=O)N2CCNC(=O)C2CC(=O)Nc2ccc(C)c(C)c2)cc(OC)c1OC (stereo not given)
    -4%, -0.3, 61%[activator], -6%, 0%, 4%, 0%, 4%, x
> COCCCNC(=O)CCCCn1c(=O)c2ccccc2n(CC(=O)Nc2ccc(C)cc2C)c1=O
    3%, 1.0, -25%, -18%, -7%, 1%, 0%, -1%, x
> Cc1cc(OCCSc2nnc(-c3cccs3)n2C)ccc1Cl
    u, -0.4, -16%, -1%, 2%, 2%, -15%, -4%, 3%
